High-throughput results (PubChem BioAssay)
Candida biofilm: kills Candida albicans biofilms | hit rate 0.14% among 85,000 | C. albicans biofilm + clotrimazole, Alamar Blue | inhibition, % at 6 µM;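 active = inhibition above 20%; inactive = inhibition below 20%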;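 also: preformed 24 hr biofilms exposed to compound for 48 hr; 0% = biofilm without compound and 100% = blank killed by clotrimazole plus chlorhexidine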
DAT uptake mod: human DAT dopamine uptake with cocaine, either direction. Q01959. LLC-PK1 hDAT cells, [14C]-dopamine uptake with cocaine IC80; actives deviate in either direction. B-score at 10 µM. hit rate 1.3% among 110,000. AID 449768;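 active = Z score or B-score, a plate-position-corrected score, falls beyond the plate's 99.7% confidence bounds, in either direction; inactive = both scores lie inside the 99.7% bounds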;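 also: scored against the spread of the other compound wells on the same plate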
F-actin modifier: cytoskeleton assembly modification | inhibition, % at 2 µM | hit rate 0.18% among 91,000 | HUVEC TNFa F-actin phalloidin imaging, high content;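 active = inhibition above the batch mean plus 3 SD and confirmed as a hit by visual image inspection, cut at about 30% in these data, passing the limit was not always enough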; also: strong numbers were not always called active
MT1-MMP txn act: MT1-MMP promoter transcription activation; HT1080 MT1-MMP promoter luciferase reporter, luminescence, overnight; stronger effect = higher value; activation factor at 10 µM; hit rate 0.16% among 86,000; AID 750;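 active = activation factor of at least 2 for MT1-MMP transcription at 10 µM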
VCAM1 TNFa inh: reduces TNF alpha induced VCAM1 expression in HUVEC; HUVEC TNFa-induced VCAM-1 immunofluorescence, high-content imaging; inhibition, % at 2 µM; hit rate 0.48% among 95,000;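 active = inhibition above the batch mean plus 3 SD, with images confirmed as a hit by eye, cut at about 37% in these data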;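 also: 0% = TNF-stimulated DMSO wells and 100% = unstimulated control wells; not every result past the cut was called active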
HUVEC tox TNFa: HUVEC cytotoxicity counter-screen, TNF alpha stimulated | cell count reduction, % at 2 µM | hit rate 0.17% among 93,000 | HUVEC TNFalpha-stimulated, Hoechst cell count, imaging;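 active = cell count reduction exceeding the screen mean by over 5 SD, scaled to untreated wells per plate, cut at about 78% in these data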;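 also: cells counted after 24 h of TNF alpha exposure following the 1 h pretreatment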
Smad3 FoxH1 inh: Smad3 (human) transcription factor binding inhibition; hit rate 0.29% among 88,000; TR-FRET Smad3/Dy647-FoxH1 peptide binding, europium anti-His; inhibition, % at 25 µM;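 active = compounds that reduce the energy-transfer binding signal between the protein and its labelled peptide by more than half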;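 also: 0% = Smad3 plus labelled peptide maximal FRET and 100% = peptide-only background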
HUVEC tox IL1B: HUVEC cytotoxicity counter-screen, IL-1B stimulated | HUVEC cell count loss, Hoechst imaging | cell count reduction, % at 2 µM | hit rate 0.41% among 94,000 | AID 845;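 active = cell count reduction more than 3 SD above the screen-wide mean, cut at about 70% in these data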;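 also: normalized per plate to untreated control cells as the no-loss baseline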
LYP inh 2: LYP (human) phosphatase inhibition | Q9Y2R2 | recombinant LYP catalytic domain, DiFMUP fluorescence | inhibition, % at 2 µM | hit rate 0.21% among 96,000 | AID 640;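 active = inhibition at 2 µM at or above a set limit, the screen mean plus 3 SD, cut at about 24% in these data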;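 also: 0% = DMSO with enzyme and 100% = enzyme fully blocked by orthovanadate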
Target sequence (Q9Y2R2 whole entry, looked up, the tested form may be a part): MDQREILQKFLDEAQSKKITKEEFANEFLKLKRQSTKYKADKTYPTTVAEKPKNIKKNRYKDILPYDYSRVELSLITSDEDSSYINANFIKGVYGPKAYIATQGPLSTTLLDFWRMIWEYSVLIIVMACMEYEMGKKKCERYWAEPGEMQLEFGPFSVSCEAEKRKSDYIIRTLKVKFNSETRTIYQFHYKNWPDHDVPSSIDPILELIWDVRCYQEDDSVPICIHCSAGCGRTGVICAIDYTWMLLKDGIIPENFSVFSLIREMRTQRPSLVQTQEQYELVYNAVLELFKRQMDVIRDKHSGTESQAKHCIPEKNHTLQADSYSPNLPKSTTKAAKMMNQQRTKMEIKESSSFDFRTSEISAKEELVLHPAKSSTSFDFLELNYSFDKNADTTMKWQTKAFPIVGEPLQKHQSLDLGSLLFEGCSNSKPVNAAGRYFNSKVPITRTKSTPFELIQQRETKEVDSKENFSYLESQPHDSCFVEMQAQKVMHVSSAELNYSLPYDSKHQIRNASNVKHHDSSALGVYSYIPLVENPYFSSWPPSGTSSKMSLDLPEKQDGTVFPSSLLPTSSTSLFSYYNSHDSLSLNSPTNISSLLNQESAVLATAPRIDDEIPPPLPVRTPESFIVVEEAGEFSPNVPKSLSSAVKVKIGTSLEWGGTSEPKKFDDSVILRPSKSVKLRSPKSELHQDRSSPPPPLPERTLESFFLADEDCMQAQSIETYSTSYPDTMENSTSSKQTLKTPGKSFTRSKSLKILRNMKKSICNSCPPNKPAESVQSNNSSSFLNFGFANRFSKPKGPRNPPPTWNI
An asterisk follows results filed as active; . = no result given; [ ] = remark or other dose. The list is partial, so the mix of outcomes need not match the whole.

canonical_smiles,Candida biofilm,DAT uptake mod,F-actin modifier,MT1-MMP txn act,VCAM1 TNFa inh,HUVEC tox TNFa,Smad3 FoxH1 inh,HUVEC tox IL1B,LYP inh 2
Nc1nonc1-n1nncc1-c1ccccc1,7,0.25,-23,1.2,6,-10,11[fluorescence artefact?],-21,-4
CCC1CCCCN1CCCNC(=O)Cn1nc(-c2ccc(C)cc2)ccc1=O (stereo unspecified),10,0.27,-12,1,5,-35,4,-19,-23
Cc1cc(C)cc(NC(=O)Nc2ccc3c(c2)N(C)C(=O)CS3)c1,14,-0.027,1,.,13,-45,1,-4,0
O=C(CSC1=NCCS1)N1CCN(c2ccc(Cl)cc2)CC1,5,2.6*,5,1.1,8,10,4,-4,-18
Cc1ccc(S(=O)(=O)NC(=O)Nn2c(C)nnc2C)cc1,0,0.66,-4,1,12,-35,6,2,-9
Cc1cc(N2CCN(C/C=C/c3ccccc3)CC2)n2ncnc2n1,4,-0.073,.,1,.,.,7,.,.
CCn1nnnc1SCC(=O)Nc1cc(OC)cc(OC)c1,7,-0.91,.,1.2,18,-33,2[fluorescence artefact?],-76,0
N/C(=N\OC(=O)C12CC3CC(CC(C3)C1)C2)c1cccnc1,.,-0.32,2,.,16,7,.,-31,0
Cc1nc2ccc(S(=O)(=O)NC(CC(C)C)C(=O)O)cc2s1 (stereo unspecified),2,-0.32,-7,1.1,11,-20,-10[fluorescence artefact?],-38,-2
O=C(Nc1ccc(S(=O)(=O)N2CCOCC2)cc1)c1ccc(Cl)s1,9,-1.1,-8,1.1,12,-11,7,-9,-6
CCc1c(C)nc2cc(-c3ccc(OC)c(OC)c3)nn2c1N1CCCC1,8,1.3,-45,0.9,5,21,21,10,12
Cc1cccc(NC(=O)NC(C)C(c2cccs2)N2CCOCC2)c1 (stereo unspecified),10,-0.56,-7,.,25,-1,11,3,-7
O=C(Cn1cnc2c(nnn2-c2ccccc2)c1=O)NCc1ccco1,.,0.37,15,1.3,-15,61,.,29,-3
O=C(O)CN1CCCC1=Nc1ccccc1,-3,0.34,11,1.1,20,9,2,14,11
COc1ccc2[nH]c(=O)c(CN(CCc3cccc(C)c3)C(C)=O)cc2c1,.,0.44,-1,.,-6,-12,.,0,2
CCN(CC)c1ccc2c(c1)oc(=O)c1c(Cl)cc(=O)oc12,2,-0.39,6,1,-10,-8,13[fluorescence artefact?],35,-4
Cc1ccc(CNC(=O)c2cn(C3CCCCC3)c(=O)c3c2c2ccccc2n3C)o1,3,0.94,12,.,11,23,-11,51,0
COc1ccc(-n2c(=S)[nH]c3cc(C(=O)NCc4ccco4)ccc3c2=O)cc1OC,5,-0.012,36,1.2,3,3,-3,14,-13
O=C(COc1ccc(Cl)cc1Cl)NCCC1=CCCCC1,.,0.92,9,.,-2,-2,.,-68,6
CCOC(=O)c1c(C)n(C)c2ccc(O)c(CN3CCC(C)CC3)c12,1,-0.2,0,.,-10,-10,6,-19,5
COc1cc(/C=C(/NC(=O)c2ccccc2)C(=O)Nc2cccc(O)c2)c([N+](=O)[O-])cc1OC,.,.,7,.,8,-6,.,-10,-1
CCCc1cc(-c2n[nH]c(C(=O)OCC)c2-c2cscn2)c(O)cc1O,7,0.0029,15,1,4,-6,-6,-8,2
CCCNC(=O)NC(=O)CSc1ccc2c(c1)OCCO2,4,-0.29,12,1,-7,-21,14,-10,4
COc1ccc(Cl)cc1N1C(=O)C2CCCN2C1c1cccc(F)c1 (stereo unspecified),0,-0.41,5,1.2,-11,-10,3,6,-1
c1ccc(CN(Cc2ccco2)C(c2ccncc2)c2nnnn2C2CCCC2)cc1 (stereo unspecified),0,0.32,-2,1.1,10,-13,4,-16,1

Further records.
canonical_smiles,Candida biofilm,DAT uptake mod,F-actin modifier,MT1-MMP txn act,VCAM1 TNFa inh,HUVEC tox TNFa,Smad3 FoxH1 inh,HUVEC tox IL1B,LYP inh 2
COc1ccccc1NC(=O)C1C2C=CC3(CN(Cc4cccnc4)C(=O)C13)O2 (stereo unspecified),6,-0.5,7,1.1,11,-17,5,-91,5
CCOC(=O)C1CCN(C(=O)C2CCN(S(=O)(=O)c3c(C)noc3C)CC2)CC1,7,0.016,-4,.,10,-5,-8,-5,1
Cc1onc(-c2ccccc2Cl)c1C(=O)Nc1cccnc1,4,-0.046,-8,1.1,27,-4,-2,-24,-7
O=C1NCC(COCc2ccccc2)O1 (stereo unspecified),5,-0.017,.,1,.,.,4,.,.
Cc1noc(/C=C/c2ccco2)c1S(=O)(=O)N1CCC(C(=O)N(C)Cc2ccccc2)CC1,4,-0.03,-8,1.2,6,16,8,3,0
Cc1ccc(Nc2ncc3c(n2)CC(c2ccco2)CC3=O)c(C)c1 (stereo unspecified),.,1.3,31,1.2,-7,-25,.,-21,-1
O=C(C1CCCO1)N1CCN(c2ncccn2)CC1 (stereo unspecified),7,-0.77,2,1,-6,-25,5,-16,12
O=C(c1ccccc1S(=O)(=O)NCc1ccccc1)N1CCCC1,14,0.69,2,1,16,-22,0,9,-5
COc1ccc(OC)c(NC(=O)c2ccc(NS(=O)(=O)c3c(C)noc3C)cc2)c1,.,-0.015,-5,1.2,-5,3,.,16,-6
O=C(CN1C(=O)c2ccccc2C1=O)OC(C(=O)c1ccc(Cl)cc1)c1ccccc1 (stereo unspecified),.,0.093,1,.,-4,-45,.,-6,8
CCOC(=O)c1sc2ncn(CC(=O)NCC3CCCO3)c(=O)c2c1C (stereo unspecified),6,2,.,1.2,.,.,12,.,.
CCOc1ccc(NC(=O)CSc2nc3cccnc3n2CCOC)cc1,1,0.051,-1,1.2,27,-20,-1,27,-8
COc1ccc(CN2C(=O)CN(C3CCCCCC3)C(=O)C2c2ccc(F)cc2)cc1 (stereo unspecified),4,0.44,25,1,5,-4,-2,-19,0
CCC/C(=N\NC(=O)c1csc(C)c1C)c1cccs1,.,0.06,17,.,-2,2,.,2,-3
Cc1ccc(NC(=O)CSc2nnc(COc3ccc(C#N)cc3)n2-c2ccccc2)cc1C,4,1.1,3,0.9,-1,-26,-4,10,-1
Cc1cccc(S(=O)(=O)c2c(N)n(/N=C/c3ccccc3)c3nc4ccccc4nc23)c1,4,0.17,8,1,-2,-12,5,10,11
CCOC(=O)NCC(C#CCN(CC)CC)N(CC)CC (stereo unspecified),7,-0.44,-5,1.2,1,-24,2,-4,3
Cc1cc(C)n(C(=O)CCCCCCCCC(=O)n2nc(C)cc2C)n1,7,-0.93,-9,1.1,17,10,-19,-8,6
OC(COCC1COc2ccccc2O1)CN1CCN(c2ccccc2F)CC1 (stereo unspecified),.,1.6,-12,.,6,-12,.,-5,-3
O=C(CN(Cc1ccco1)C(=O)c1cc(=O)[nH]c2ccccc12)Nc1ccccc1Br,9,1.6,-8,1.4,-6,8,-3,18,8
COc1cc2c(cc1NC(=O)Nc1cccc(C)c1)oc1ccccc12,.,-0.62,-4,.,14,-3,.,-6,11
COc1ccc(-c2nc(CN3CCCC(C(=O)NC4CCCC4)C3)c(C)o2)cc1 (stereo unspecified),4,-0.29,-23,1.1,-19,-13,3,-11,7
C=CCc1cc(/C=N/NC(=O)CSc2nnc(CCCc3ccc(OC)cc3)o2)cc(OC)c1O,.,-0.45,-9,.,-8,0,.,-9,11
CN(C)c1ncc(S(=O)(=O)c2ccc(Cl)cc2)c(-c2ccccc2)n1,.,-0.0029,10,.,12,2,.,-78,-3
COc1ccc(N(CC(=O)NCc2cccnc2)S(=O)(=O)c2c(C)nn(C)c2C)cc1,3,1.5,-23,1,11,-13,1,-14,-10

(cont.)
canonical_smiles,Candida biofilm,DAT uptake mod,F-actin modifier,MT1-MMP txn act,VCAM1 TNFa inh,HUVEC tox TNFa,Smad3 FoxH1 inh,HUVEC tox IL1B,LYP inh 2
CCOC(=O)c1cccc(NC(=O)CNC(=O)C2CCCCC2)c1,.,0.72,-35,1.1,-40,-37,.,14,-11
O=C(Nc1ccc(Cl)c(Cl)c1)N(Cc1cccnc1)Cc1ccco1,9,.,4,1.2,0,-23,9,-14,-9
O=S(=O)(c1ccccc1Cl)N1CCCC1c1nc(-c2ccc(Cl)cc2)no1 (stereo unspecified),.,0.36,35,.,1,-3,.,-19,-5
O=C(CN1CCCCCC1)Nc1ccc(F)c(F)c1F,13,-0.33,-15,1.1,6,7,4,9,2
CC(C)[C@H](NC(=O)Nc1cccc(C(F)(F)F)c1)C(=O)O,-6,-0.0094,9,1,10,-23,-10,28,-5
Cc1nn(C)c(C)c1S(=O)(=O)NCc1cccs1,7,-1.2,6,1.1,12,8,-6,5,-1
Cc1ccc(CC2C(=O)N(c3ncccn3)C(=O)C2C)cc1 (stereo unspecified),-1,-1.3,15,1.1,15,60,6,4,8
COc1ccc(-n2c(Cc3cccn3C)nnc2SCC(=O)Nc2ccc3c(c2)OCCO3)cc1,3,0.55,-4,1.2,11,-16,-2,-2,4
O=C(Nc1ccc(F)cc1)C1CCN(c2nnnn2-c2ccccc2)CC1,.,1.1,16,1,-4,1,-3,-9,-8
COc1ccc(N(C(=O)c2ccco2)S(=O)(=O)c2cccc([N+](=O)[O-])c2)cc1,6,-0.37,7,1,-3,-18,-3,1,0
COc1ccc(NC(=O)c2cccc(OC(F)F)c2)cc1Cl,.,0.59,-8,.,-12,-4,.,-11,0
CC(C)(C)c1ccc(C(=O)NNC(=O)c2ccccc2Br)cc1,.,-0.16,6,.,-25,5,.,5,12
COCCCn1nnnc1SCC(=O)Nc1nc(C)c(C)s1,7,0.1,14,1.2,8,-2,1,-41,2
N#CCc1c(C#N)c(N)nc(N2CCN(S(=O)(=O)c3ccccc3)CC2)c1C#N,8,-0.33,23,1,-15,-30,-10,-47,-6
Cc1nn(-c2ccccc2)c(Cl)c1C(=O)OC(C)C(=O)NC(=O)NC1CCCCC1 (stereo unspecified),2,-0.11,-4,1,-6,1,-9,-24,22
CCCCCCn1cc(C(=O)O)c(=O)c2ccccc21,-4,2.3,-34,1,-10,-6,1,-73,10
COc1ccc(C(=O)Cc2cc(OC)c(OC)cc2[N+](=O)[O-])c(OC)c1,.,-0.15,21,.,14,-8,.,0,2
CCCOc1ccc(Cc2nn3c(=O)/c(=C/c4ccco4)sc3nc2=O)cc1,5,-0.2,-2,1.1,-69,2,12[fluorescence artefact?],-11,7
CC(=O)N1CCC(=O)N(C(C)C)c2ccccc21,0,-0.12,.,1.3,6,-30,1,26,-2
CCC1=NN(C(=O)Cc2ccc(OC)cc2)C(O)(C(F)(F)F)C1 (stereo unspecified),.,-1,5,.,7,0,.,-25,0
CC(=O)Nc1ccc(NC(=O)CSCCc2ccccn2)cc1,4,0.47,21,1.1,-7,1,-9,-7,8
Cc1occc1-c1nnc(SCC(=O)c2c(N)n(Cc3ccccc3)c(=O)n(C)c2=O)n1C,6,-0.55,-1,1,-9,10,8,12,6
Cc1ccc(S(=O)(=O)NC2CCCC(C(=O)O)C2)cc1 (stereo unspecified),9,0.047,4,1.2,2,-9,6,-2,-1
O=C1CC(N2CCN(c3ccc(O)cc3)CC2)C(=O)N1Cc1cccs1 (stereo unspecified),0,-0.44,.,1.1,.,.,-11,-29,7

Ordered by number of heavy atoms (ascending): some entries from above.
canonical_smiles,Candida biofilm,DAT uptake mod,F-actin modifier,MT1-MMP txn act,VCAM1 TNFa inh,HUVEC tox TNFa,Smad3 FoxH1 inh,HUVEC tox IL1B,LYP inh 2
Cc1ccc(CC2C(=O)N(c3ncccn3)C(=O)C2C)cc1 (stereo unspecified),-1,-1.3,15,1.1,15,60,6,4,8
COc1ccc(C(=O)Cc2cc(OC)c(OC)cc2[N+](=O)[O-])c(OC)c1,.,-0.15,21,.,14,-8,.,0,2
CCCOc1ccc(Cc2nn3c(=O)/c(=C/c4ccco4)sc3nc2=O)cc1,5,-0.2,-2,1.1,-69,2,12[fluorescence artefact?],-11,7
